Screening results: PubChem, several laboratories
SR-BI DiI inh: inhibitors of mouse SR-BI mediated HDL lipid uptake. Q61009. ldlA[mSR-BI] CHO cells, DiI-HDL uptake fluorescence, 3 h. inhibition, % at 12.5 µM. 320,000 tested, 0.96% active. AID 488896;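 active means mean replicate inhibition of at least 70% and a set share of replicates each scoring 70 or more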;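 further: 0% = median of neutral control wells and 100% = median of positive control wells; values of inactives mirror those of a sister screen read the other way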
Target sequence (Q61009 whole entry, looked up): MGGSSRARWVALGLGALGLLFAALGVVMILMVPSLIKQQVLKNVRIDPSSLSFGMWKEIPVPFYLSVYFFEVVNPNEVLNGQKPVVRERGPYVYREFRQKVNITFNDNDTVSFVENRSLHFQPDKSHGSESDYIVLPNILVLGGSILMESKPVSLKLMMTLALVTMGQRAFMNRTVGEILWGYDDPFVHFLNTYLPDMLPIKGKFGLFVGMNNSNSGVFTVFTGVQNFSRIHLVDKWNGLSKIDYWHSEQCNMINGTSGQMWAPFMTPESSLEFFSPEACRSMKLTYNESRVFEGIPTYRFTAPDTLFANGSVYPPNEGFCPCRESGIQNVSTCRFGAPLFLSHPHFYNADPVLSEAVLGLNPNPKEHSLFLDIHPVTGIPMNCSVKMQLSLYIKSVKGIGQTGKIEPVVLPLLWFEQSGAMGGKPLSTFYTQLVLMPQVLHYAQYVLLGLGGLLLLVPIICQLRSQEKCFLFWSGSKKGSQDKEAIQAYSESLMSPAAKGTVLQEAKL
Tat export inh: blocks Tat-dependent protein export in E. coli; E. coli MC4100 TorA-mCherry Tat export, fluorescence; inhibition, % at 10 µM; 340,000 tested, 0.036% active;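 active means mean replicate inhibition at least 50% and at least half of replicates individually reaching 50%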;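 further: exported cargo escapes ClpAP degradation while cytoplasmic cargo is degraded and loses fluorescence; 0% = median of neutral control wells and 100% = median of NaSCN control wells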
CAL PDZ FP-1: inhibitors of human CAL PDZ peptide binding. 300,000 tested, 0.92% active. purified CAL PDZ, TMR-peptide fluorescence polarization, 1 h. Q9HD26. inhibition, % at 24.9 µM. AID 602252;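 active means mean inhibition of at least 30% with at least half of replicates also reaching 30%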;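 further: 0% = DMSO neutral control and 100% = excess unlabeled competitor peptide PRC23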
MITF act: MITF TRPM1 promoter activation in melanoma cells. SK-MEL-5 TRPM1-promoter luciferase, 24 h; % of positive control, neutral wells = 0. activation, % at 12.5 µM. 300,000 tested, 0.75% active. AID 588334;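 active means mean activation of at least 80% with every replicate also reaching 80%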;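 further: 0% = neutral control wells and 100% = parthenolide positive control wells; values of inactives mirror those of a sister screen read the other way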
Wnt act: activators of Wnt/beta-catenin signaling; 300,000 tested, 1.2% active; Wnt/beta-catenin reporter cell assay, activator, plate reader; activation, % at 9.35 µM; in the data active means activation above about 30%, passing the limit was not always enough;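 further: 0% = neutral control wells and 100% = positive control wells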
Ecoli viability: counter-screen for AddAB inhibitors: E. coli growth inhibition. E. coli V3065 growth, OD600 absorbance, 18 h. inhibition, % at 11.9 µM. AID 449728. 330,000 tested, 0.27% active;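 active means inhibition above the campaign's mean inhibition across all tested compounds plus 3 SD, cut at about 9.9% in these data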;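 further: uninfected addAB+ strain grown without phage in ampicillin broth; 0% = DMSO wells and 100% = ciprofloxacin 0.95 µg/ml wells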
AddAB inh: less growth of phage-infected E. coli with AddAB. 330,000 tested, 0.29% active. inhibition, % at 11.9 µM. E. coli expressing H. pylori AddAB, absorbance growth; in the data active means inhibition above about 12%;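 further: 0% = vehicle wells of infected cells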
SR-BI uptake up: SR-BI HDL lipid transfer activation; CHO ldlA[mSR-BI] cells, DiI-HDL uptake fluorescence, 3 h; 100 = double the neutral-control signal; AID 504775; activation, % at 12.5 µM; 320,000 tested, 0.096% active;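 active means mean replicate activation of at least 60% and every replicate at or above 60%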;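 further: 0% = median plate neutral-control signal and 100% = twice that signal; values of inactives mirror those of a sister screen read the other way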
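Test system: SR-BI-overexpressing, LDLR-lacking CHO cells; Also added: labelled HDL, 10 µg/mL; Measured by: bottom-read cell fluorescence after medium removal, ex 550/em 595 nm; Timing: 3 h uptake period with compound, 37 °C; Buffer or medium: F12, 0.5% BSA, 25 mM HEPES; Doses: single compound concentration, delivered by pin transfer.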
CAL PDZ FP-2: blocks peptide binding to human CAL PDZ domain. Q9HD26. purified CAL PDZ, TMR-peptide fluorescence polarization, 1 h. inhibition, % at 20 µM. 330,000 tested, 0.02% active. AID 504414;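 active means highest replicate inhibition of at least 40%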;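 further: plate controls were DMSO neutral control wells for no effect and unlabeled competitor peptide control wells for full effect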
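Test system: purified CerCALP PDZ construct; Compound dosing: one concentration, 20 µM compound; Also added: TMR-labelled reporter peptide T*-PRC34 bound in PDZ groove; Read-out: inhibition from polarization loss; Controls: unlabelled peptide and DMSO controls; Signal: FP readout, S and P plane fluorescence; Incubation: 1 h at RT.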
phage Ecoli inh: E. coli growth loss with phage present; growth absorbance; inhibition, % at 11.9 µM; 360,000 tested, 0.26% active; AID 651602; in the data active means inhibition above about 11%
The depositor's hits bear a star; / = not tested or not shown.

no.	SMILES	Wnt act	Ecoli viability	phage Ecoli inh	CAL PDZ FP-1	CAL PDZ FP-2
1	CC(C)(C)NC(=O)C1CCN(S(=O)(=O)c2ccc(Br)cc2)CC1	-4	-0.8	1.9	-7	/
2	COc1cc(CN(CC2CCCO2)C(=O)c2cccs2)cc(OC)c1OC (centres undefined)	3	0.2	3.0	1	-2.0
3	C=CCC[C@H](Cc1ccc(F)cc1)C(=O)OC[C@@H](C)NC(=O)[C@@H](CC=C)CC(=O)N[C@@H](CO)Cc1ccccc1	-1	-3.0	/	-1	0.8
4	Cc1ccccc1OCCn1cnc2c(N)ncnc21	/	-1.9	1.6	-1	/
5	O=C(Nc1ccc(-c2nc3cccnc3s2)cc1)C1CCCO1 (centres undefined)	-12	-0.4	2.4	-3	-3.0
6	COc1ccc(S(=O)(=O)NCC(c2cccnc2)N2CCN(C)CC2)cc1C (centres undefined)	3	0.4	2.2	/	1.3
7	O=C(Cn1ncc(Cl)c(Cl)c1=O)c1ccc(Cl)cc1	/	-0.8	0.9	-1	-0.9
8	Cc1cn(CC(=O)N[C@H](CO)Cc2c[nH]c3ccccc23)c(=O)[nH]c1=O	0	/	1.8	-1	0.4
9	COc1ccccc1OCCCCCCN1CCN(C)CC1	-2	-0.3	1.7	2	0.0
10	CCOP(=O)(OCC)c1nc(-c2ccc(Cl)cc2)oc1NCc1ccccc1	-2	-1.2	0.6	-3	-1.2
11	CCOc1ccc(S(=O)(=O)N2CCN(S(=O)(=O)c3ccc(OCC)cc3)C(C)C2)cc1 (centres undefined)	-6	2.1	-0.6	-4	0.2
12	Cc1ccc2nc(SCC(=O)N3CCCC3)[nH]c2c1	/	-0.7	2.1	-4	-1.1

no.	SR-BI DiI inh	Tat export inh	MITF act	AddAB inh	SR-BI uptake up
1	-5	0	/	1.2	5
2	10	-4	8	4.2	-10
3	6	7	0	-0.8	-6
4	-32	-5	-4	-0.2	32
5	17	-2	/	2.5	-17
6	10	13	2	-0.2	-10
7	-17	5	-81	2.1	17
8	-52	4	1	/	52
9	-17	3	9	3.0	17
10	58	7	-6	-1.9	-58
11	-3	4	-1	4.3	3
12	1	-3	48	1.3	-1

More results
no.	SMILES	Wnt act	Ecoli viability	phage Ecoli inh	CAL PDZ FP-1	CAL PDZ FP-2
13	COc1ccc(NC(=O)c2ccco2)cc1NC(=O)c1cccc(F)c1	1	/	3.5	-3	-2.9
14	Cc1ccc(OCCC(=O)OC(C)C(=O)Nc2ccc(Cl)cn2)cc1 (centres undefined)	-1	0.7	1.9	/	0.4
15	CCOC(=O)c1cn(Cc2ccccc2)c(C(=O)OC(C)(C)C)c1O	-3	2.4	0.9	-5	-1.6
16	COC(=O)c1cccc(Nc2nc(-c3cccnc3)nc3ccccc23)c1	0	-3.9	-1.1	/	-12
17	COc1ccc2cc(C(c3nnnn3C3CCCC3)N3CCOCC3)c3nnnn3c2c1 (centres undefined)	-2	-1.0	2.4	/	-1.9
18	Cc1cc(N2CCOCC2)n2ncc(-c3ccccc3)c2n1	/	-0.7	1.2	/	-0.2
19	CCc1ccc(NC(=O)N(CCCOC(C)C)C2CCN(C(C)=O)CC2)cc1	-14	1.3	0.6	-1	-1.1
20	CC(C)OCCCNC(=O)CN1C(=O)CSc2ccc(S(=O)(=O)N3CCCCC3)cc21	-1	0.9	0.9	1	-1.3
21	O=C(Nc1ccccc1N1CCN(c2ccccc2)CC1)C12CC3CC(CC(C3)C1)C2	-1	-3.3	1.3	0	-0.9
22	O=C(Cc1cn2ccsc2n1)Nc1cccc2cnccc12	/	0.2	-0.3	-11	-0.7
23	CCOc1ccc(NC(=O)C2C3CC/C=C\CCC32)cc1 (centres undefined)	1	-0.9	-0.8	-5	0.5
24	O=C(NCCc1ccccc1)c1ccc(-n2cnnn2)cc1	7	-1.0	5.6	-4	0.0

no.	SR-BI DiI inh	Tat export inh	MITF act	AddAB inh	SR-BI uptake up
13	/	-7	6	/	/
14	-13	0	8	-1.2	13
15	16	9	1	2.6	-16
16	60	15	-13	-2.3	-60
17	9	-2	-6	4.0	-9
18	4	2	-9	1.8	-4
19	2	-14	-2	0.6	-2
20	-11	-8	-3	4.4	11
21	16	4	-15	-0.3	-16
22	-20	-1	2	1.4	20
23	-8	-2	30	0.2	8
24	12	-10	39	1.5	-12

The final 5 compounds of the part above lead into the next.
no.	SMILES	Wnt act	Ecoli viability	phage Ecoli inh	CAL PDZ FP-1	CAL PDZ FP-2
20	CC(C)OCCCNC(=O)CN1C(=O)CSc2ccc(S(=O)(=O)N3CCCCC3)cc21	-1	0.9	0.9	1	-1.3
21	O=C(Nc1ccccc1N1CCN(c2ccccc2)CC1)C12CC3CC(CC(C3)C1)C2	-1	-3.3	1.3	0	-0.9
22	O=C(Cc1cn2ccsc2n1)Nc1cccc2cnccc12	/	0.2	-0.3	-11	-0.7
23	CCOc1ccc(NC(=O)C2C3CC/C=C\CCC32)cc1 (centres undefined)	1	-0.9	-0.8	-5	0.5
24	O=C(NCCc1ccccc1)c1ccc(-n2cnnn2)cc1	7	-1.0	5.6	-4	0.0
25	CNC(=O)c1ccc(C)c(NC(=O)C2=C(C)OCCS2)c1	-1	-1.0	2.0	-3	-1.7
26	Cc1ccc(S(=O)(=O)N(C)CC(=O)NNC(=O)CCS(=O)(=O)c2ccccc2)cc1	-3	-1.7	-0.9	-4	0.9
27	CCN1CCC2(CCN(Cc3cn[nH]c3-c3ccc(OC)c(F)c3)C2)C1 (centres undefined)	-5	-0.6	1.6	0	-1.6
28	COc1ccccc1OCC(O)Cn1c(Br)nc2c1c(=O)[nH]c(=O)n2C (centres undefined)	/	-1.6	4.4	/	1.2
29	Cc1ccc(C)c(S(=O)(=O)N2CCCC2CNC(=O)C(=O)NCc2cccs2)c1 (centres undefined)	1	0.6	0.1	/	-0.9
30	CN(C)S(=O)(=O)c1ccc(NCC2COc3ccccc3O2)c([N+](=O)[O-])c1 (centres undefined)	/	1.7	3.8	-1	-1.6
31	O=C(O)C1CC(c2ccccc2)=NO1 (centres undefined)	4	0.1	0.8	1	-3.9
32	O=c1c2cc(N3CCOCC3)ccc2[nH]c(=S)n1CC1CCCO1 (centres undefined)	/	-2.4	1.7	/	-0.5
33	Cn1c(SCc2ccccc2Cl)nc(C(F)(F)F)cc1=O	/	-0.6	-0.7	-3	/
34	CC(NC(N)=O)C(=O)Nc1ccc(Cl)c(S(=O)(=O)Nc2ccc(Cl)cc2)c1 (centres undefined)	-1	3.0	2.2	-5	-0.9
35	CC(Oc1ccc(-c2ccccc2)c(F)c1)c1ccn(S(=O)(=O)c2ccc(Br)cc2)n1 (centres undefined)	-9	-0.8	1.1	-1	-1.4
36	CC(C)CC(C(=O)O)N(Cc1ccccc1)Cc1ccccc1 (centres undefined)	/	0.3	3.4	-2	-0.5

no.	SR-BI DiI inh	Tat export inh	MITF act	AddAB inh	SR-BI uptake up
20	-11	-8	-3	4.4	11
21	16	4	-15	-0.3	-16
22	-20	-1	2	1.4	20
23	-8	-2	30	0.2	8
24	12	-10	39	1.5	-12
25	2	-11	2	3.7	-2
26	-15	-3	/	-0.7	15
27	-14	5	-5	0.7	14
28	4	-1	-11	2.2	-4
29	15	-6	0	-0.5	-15
30	-1	2	31	5.6	1
31	-40	-3	-9	1.5	40
32	4	1	-1	2.1	-4
33	31	-4	-4	-2.9	-31
34	-14	4	7	-1.9	14
35	11	-3	/	0.7	-11
36	-11	-5	2	2.4	11

(list continues)
no.	SMILES	Wnt act	Ecoli viability	phage Ecoli inh	CAL PDZ FP-1	CAL PDZ FP-2
37	COc1ccc(NC(=S)N2CCC(NC(=O)C3CCCCC3)CC2)cc1	-2	-1.3	0.0	/	-1.4
38	O=C(NCCCN1CCCC1=O)C1CCN(S(=O)(=O)c2cc(C(F)(F)F)ccc2Cl)CC1	-3	-1.2	-0.8	-5	0.4
39	O=C(Nc1nnc(-c2ccco2)o1)c1cccc(N2C(=O)CCC2=O)c1	0	-0.2	-1.0	-1	1.1
40	COc1ccc(C(=O)/C(=C\N(C)C)n2nc(C)cc2C)cc1	0	-0.4	3.0	1	-1.3
41	Cc1cc(C(=O)COc2cccc(-n3cnnn3)c2)c(C)n1-c1ccccc1	3	2.0	3.0	-2	-1.1
42	NS(=O)(=O)c1ccc(NC(=O)COC(=O)CCC2CCCCC2)cc1	-7	-2.8	2.3	0	-1.6
43	CCCCN(CC)CCCNC(=O)c1csc2c1CCCCC2	-5	-2.2	4.3	-1	-1.8
44	COC(=O)C(=NNc1c(C)n(C)n(-c2ccccc2)c1=O)C(=O)OC	-3	-0.9	-0.2	-1	-0.4
45	Cc1ccc(NC(=O)CSc2ccccc2NC(=O)c2ccccc2)cc1Cl	/	0.7	3.5	-4	-0.7
46	N#C/C(=C\Nc1ccc(F)c(Cl)c1)S(=O)(=O)c1ccccn1	-2	-0.2	2.3	-1	0.1
47	COc1ccc(-c2cc(-c3ccc(F)cc3)nc(N3CCN(C)CC3)n2)cc1	/	0.8	2.1	-9	-7.4
48	O=C(NCCCN1CCCC1=O)C1CCN(S(=O)(=O)c2ccccc2)CC1	-2	0.9	2.8	/	0.2

no.	SR-BI DiI inh	Tat export inh	MITF act	AddAB inh	SR-BI uptake up
37	/	1	4	1.2	/
38	-18	1	1	1.4	18
39	-15	-9	-6	1.4	15
40	-10	0	-13	0.3	10
41	44	-5	/	4.0	-44
42	-11	3	-8	1.9	11
43	-29	0	0	-0.7	29
44	22	3	-9	4.3	-22
45	21	-7	-2	4.2	-21
46	-16	9	/	-0.4	16
47	18	-7	/	2.1	-18
48	-1	-4	-4	4.0	1

The results go on.
no.	SMILES	Wnt act	Ecoli viability	phage Ecoli inh	CAL PDZ FP-1	CAL PDZ FP-2
49	C#CCOCCOCCOCCNc1nc(N2CCN(C(=O)[C@H]([C@@H](C)O)n3cc(CCCCN)nn3)CC2)nc(N2CCN(C(=O)[C@H](CCCCN)n3cc(CCC(=O)O)nn3)CC2)n1	0	-3.2	-0.6	0	0.1
50	CCOC(=O)c1c(C)[nH]c(C(=O)NCCN2CCOCC2)c1C	-1	-1.1	2.8	-1	-3.2
51	CC(=O)N1c2ccc(S(=O)(=O)N3CCCC(C(=O)N4CCCCC4)C3)cc2CC1C (centres undefined)	-2	3.1	1.4	/	-1.3
52	Cc1ccc2cc(CCNC(=O)Cc3cccs3)c(=O)[nH]c2c1	0	-2.1	1.8	/	-0.4
53	Oc1[nH]c2ccccc2c1N=NC(=S)NCCc1ccccc1	-1	-2.5	-0.3	-8	-1.2
54	CCOC(=O)c1c(Nc2nc(C)c(C(=O)NC)s2)sc(C)c1C	/	-1.9	1.7	-5	-1.3
55	COCCNC(=O)Cc1ccc(F)cc1	/	-2.9	3.4	-6	0.3

no.	SR-BI DiI inh	Tat export inh	MITF act	AddAB inh	SR-BI uptake up
49	4	-10	4	1.4	-4
50	-2	7	-5	4.6	2
51	-11	-9	/	2.6	13
52	-17	-4	/	-0.5	17
53	-17	-12	-11	-1.4	17
54	93*	5	1	1.4	-93
55	-39	2	-11	3.0	39
